14-3-3g Raf: modulators of 14-3-3 gamma protein binding, primary screen, biochemical, fluorescence polarization; inhibition, % at 40 µM; 160,000 compounds, 0.19% hits; FP, 14-3-3gamma / TMR-pS259-Raf peptide binding; AID 422, 2006; in the data active = inhibition above about 30%;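 note: 0% = protein plus tracer without compound and 100% = blank with tracer alone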
Target sequence (P61981 whole entry, looked up): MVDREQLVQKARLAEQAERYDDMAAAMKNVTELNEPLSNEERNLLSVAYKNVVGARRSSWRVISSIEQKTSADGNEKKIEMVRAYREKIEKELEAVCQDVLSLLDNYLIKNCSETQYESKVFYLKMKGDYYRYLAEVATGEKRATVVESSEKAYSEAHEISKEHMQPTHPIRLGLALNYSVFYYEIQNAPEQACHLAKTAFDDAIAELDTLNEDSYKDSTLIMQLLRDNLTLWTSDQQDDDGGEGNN
* marks the source's active call; other numbers are inactive results; & = joins results of further samples. An excerpt. The share of hits here may be higher or lower than overall.

structure,14-3-3g Raf
CCOc1ccc(N2C(=O)CC(N(Cc3ccco3)C(=O)c3ccc(Cl)cc3)C2=O)cc1 (centres undefined),-26
CN(C)CCN1C(=O)C(=O)/C(=C(/O)c2ccccc2)C1c1ccccc1F (centres undefined),-5
Cc1ccc(S(=O)(=O)N2CCN(C(=O)CSc3nc4ccccc4c(=O)[nH]3)CC2)cc1,-38
COc1cc2c(cc1OC)C(COc1ccc(F)cc1)N(C(=O)C(C)C)CC2 (centres undefined),2
CCOC(=O)c1sc(-c2ccc(OC)cc2)cc1N,8
CC(=O)N1CCc2cc(S(=O)(=O)NCCC(=O)NC3CCN(Cc4ccccc4)CC3)ccc21,2
COc1ccc(CNC(=O)c2ccc(CN3CCOCC3)cc2)cc1,-1
O=S(=O)(c1ccc(-c2ccccc2)cc1)N1CCOCC1,-12
CC(C)CC(=O)N1CCN(Cc2ccc3c(c2)OCO3)CC1,3
Cc1ccccc1OCc1nc(C#N)c(NCc2ccc(F)cc2)o1,-8
CCCCOc1ccc(N2C(=O)CC(N3CCCCC3)C2=O)cc1 (centres undefined),1
c1ccc(-c2nc(C3CCCCC3)no2)cc1,3
C=CCOC(=O)C1C(=O)CC(C)(O)C(C(=O)OCC=C)C1c1ccc(OCC)cc1 (centres undefined),-13
Cc1oc2c(c1C(=O)NCc1cc(C(=O)O)co1)CCCC2,-3&0
COc1cc2c(cc1OC)C(C(=O)Nc1cccc(C#N)c1)C1c3ccccc3CCN1C2=O (centres undefined),13
CCn1c(SCC(=O)Nc2nnc(C)s2)nnc1-c1ccco1,-9
Nc1nc2ccc(Oc3ccccc3)cc2s1,2
COc1ccc2c(c1)C(C)=CC(C)(C)N2C(=O)CN1C(=O)C2CCCCC2C1=O (centres undefined),18
CC1(C)CC(NCc2ccccc2)CCO1 (centres undefined),3
CCc1ccccc1NC(=O)Cc1c(C(=O)O)[nH]c2ccccc12,-6
COC(=O)C1C(=O)C2=C(CC1C)NC(C)=C(C(=O)OCc1ccc(OC)cc1)C2c1cccc(F)c1 (centres undefined),-2
O=C(O)Cn1c(-c2cccc([N+](=O)[O-])c2)nc(=S)c2c1CCCC2,-11
CC(C)(C)c1ccc(C(=O)Nc2ccc3oc(-c4ccncc4)nc3c2)cc1,-10
CCOC(=O)N1CCC(NS(=O)(=O)c2ccc3c(c2)CCN3C(C)=O)CC1,2
CCN(C(=O)C1CCCCC1)c1nnc(-c2cccnc2)s1,-8
CCC(C)NC(=O)c1ccc(N2CCCC2=O)cc1 (centres undefined),6
O=c1c2ccccc2n(Cc2cccc([N+](=O)[O-])c2)c(=O)n1Cc1ccccc1Cl,0
Cn1c(C(=O)N2CCCc3ccccc32)cc2sccc21,-6
CC(=O)NC(C)C(=O)OCC(=O)c1ccc(Cl)s1 (centres undefined),-9
O=C1c2ccccc2C(=O)c2c1c(-c1ccccc1)nn2-c1ccccc1,-5
COCCCNC(=O)C1CC(=O)N(Cc2ccc(OC)cc2)C1 (centres undefined),0
CC1=C(C(=O)Nc2cc(C)ccn2)C(c2ccc(Cl)c([N+](=O)[O-])c2)C2=C(CC(C)(C)CC2=O)N1 (centres undefined),-2
Cc1cnc(C(=O)OCC(=O)NC2CCCCC2)cn1,-6
O=C(c1ccccc1)n1c(=S)nc2ncccn21,-22
CCOC(=O)C1CCN(C(=O)c2cccc(NS(=O)(=O)c3ccc(Cl)cc3)c2)CC1,-4
Cc1nccn1-c1ccc(C(F)(F)F)cc1NC=O,1
O=C(NC1CCN(Cc2ccccc2)CC1)C1COc2ccccc2O1 (centres undefined),-8
COc1cccc(C(=O)NCc2cccnc2)c1,-4
O=C(c1ccc([N+](=O)[O-])cc1)N(Cc1ccc(Br)cc1)c1ccc(I)cc1,-7
Cc1cc(Cl)ccc1OCc1nc(-c2ccc(O)cc2)n[nH]1,-5
COc1ccc(S(=O)(=O)NCC2CCC(C(=O)N3CCOCC3)CC2)cc1 (centres undefined),7
Cc1ccc(C)c(N2CCN(C(=O)c3ccc(S(=O)(=O)c4ccc(Br)cc4)c([N+](=O)[O-])c3)CC2)c1,-19
Cc1cccc(CS(=O)(=O)Cc2ccc(C(=O)N3CCOCC3)o2)c1,0
O=C(CN1C(=O)CCSc2ccccc21)Nc1ccc2c(c1)OCO2,5
Cc1ccc(OCCn2cnc3c(N)ncnc32)cc1,-5
Cc1ccc(S(=O)(=O)CC2CSc3nnc(C)c(=O)n32)cc1 (centres undefined),-7
COCCNC(=O)CN(C(=O)CCC(=O)Nc1ccccn1)c1ccc(F)cc1,-2
O=C1CC(N2CCN(c3nc4ccccc4s3)CC2)C(=O)N1c1ccc(F)cc1 (centres undefined),6&-5
CCCCn1cnc2c1c(=O)n(C)c(=O)n2C,-8
Cc1ccc(C(=O)Oc2cc(N)n(S(=O)(=O)c3ccccc3)n2)cc1,-13
Cc1nc([N+](=O)[O-])c(N2CCN(C)CC2)n1Cc1ccccc1,1
O=C(CCCS(=O)(=O)c1nc(-c2cccs2)cc(C(F)(F)F)n1)Nc1cccc(O)c1,-5
O=C(CSC1=Nc2ccccc2C2=NC(CC(=O)NCc3ccco3)C(=O)N12)NCC1CCCO1 (centres undefined),-4
COc1ccc(NCC(=O)Nc2ccc(Cl)cc2C)c(OC)c1,-3
COc1ccc(N2C(=O)CC(N(Cc3ccc4c(c3)OCO4)C(=O)c3cccc(F)c3)C2=O)cc1 (centres undefined),-6
COc1ccc2nc(NC(=O)CCS(=O)(=O)c3ccc(Br)cc3)sc2c1,-68
CC(C)c1ccc(NC(=O)NC2CCCCC2)cc1,-5
Cc1ccc(C(=O)NCC(=O)OCC(=O)c2c(N)n(C)c(=O)n(C)c2=O)s1,-6
CC1CCc2c(sc(NC(=O)c3cccc(S(=O)(=O)N4CCCCC4)c3)c2C#N)C1 (centres undefined),-14
O=C(c1ccc(N2CCc3ccccc32)c([N+](=O)[O-])c1)N1CCc2ccccc21,0

(more compounds)
structure,14-3-3g Raf
CCCCn1nnnc1NCc1ccc(N2CCCC2)cc1,-7
COc1ccc(-c2cc(C(F)(F)F)n3ncc(C(=O)Nc4cccnc4Cl)c3n2)cc1OC,-4
CC(C)OC(=O)c1cc2cc(Br)ccc2oc1=O,-3
Cc1cc(Nc2cccc(F)c2)nc(NCc2ccccc2)n1,-28
COc1cccc(NC(=O)C(=O)NCCc2ccccc2)c1,0
CCc1nnc(SCc2ccc(OC)c(Br)c2)n1N,-16
O=C(NC(=O)N1CCN(c2ncc(C(F)(F)F)cc2Cl)CC1)c1cccc(C(F)(F)F)c1,-11
O=C(c1ccccc1)N1CCn2c1nc1ccccc12,-5
COC(=O)c1c(C)oc2cc(Br)c(OC(=O)C(C)(C)C)cc12,-2
O=[N+]([O-])c1cc(F)c(N2CCOCC2)cc1N1CCCC1,-7
CCn1nccc1C(=O)N(C)C12CC3CC(CC(C3)C1)C2,-5
O=c1cc(CN2CCN(Cc3ccccc3)CC2)c2cc(Cl)ccc2o1,-6
COc1cccc2cc(-c3csc(Nc4ccc(C(F)(F)F)cc4)n3)c(=O)oc12,-13
O=c1c2sc3ccc([N+](=O)[O-])cc3c2[nH]c(=S)n1C1CCCCC1,0
Cn1c(SCC(=O)Nc2ccc(Br)cc2)nnc1-c1cccnc1,2
O=C(Nc1ccccc1Cl)c1ccc(Br)cc1,-2
COCC(C)N=CC1=C(O)CC(C)(C)CC1=O (centres undefined),0
O=C1C2CC=CCC2C(=O)N1c1ccc(NCc2ccccc2F)c([N+](=O)[O-])c1 (centres undefined),-1
CC(C)CCNC(=O)c1ccc(Cn2c(=S)[nH]c3cc4c(cc3c2=O)OCO4)cc1,-10
Cc1ccc(C2/C(=C(\O)c3ccc(Cl)cc3)C(=O)C(=O)N2CCC(=O)O)cc1 (centres undefined),-2
O/N=C1/CC/C(=N\O)c2nn(-c3ccccc3)nc21,1
COc1cccc(C(=O)N2N=C(C(F)F)CC2(O)C(F)F)c1 (centres undefined),-7
Cc1cc(NC(=O)c2ccc(C)c([N+](=O)[O-])c2)ccc1NC(=O)c1ccccc1,7
CN1CCc2c(C#N)c(N3CCCCC3)nc(NCc3ccccc3)c2C1,0
COc1ccc(N2C(=O)CC(N3CCN(S(=O)(=O)c4c(F)cccc4F)CC3)C2=O)cc1OC (centres undefined),-13
CCOc1cc(C)c(S(=O)(=O)Nc2ccc(Cl)cn2)cc1C,7
CC(NC(=O)c1ccc2c(=O)[nH]c3c(C(=O)NCC4CCCO4)sc(=S)n3c2c1)c1ccccc1 (centres undefined),-25
CCSc1nnc2c(n1)OC(c1ccc(C)s1)N(C(C)=O)c1ccccc1-2 (centres undefined),3
CCOC(=O)c1cnc2c(ccc3ccccc32)c1NCCOC(=O)c1cccnc1,-31
CCCCNC(=O)c1cc(=O)[nH]c2ccc(Br)cc12,-6
O=C1C(C2=C(O)c3ccccc3C2=O)=Nc2ccccc21,-4
COCCCNc1ncnc(N)c1[N+](=O)[O-],-6
COc1ccc(C(=O)N2CCN(c3nc4cc(C)ccc4cc3C#N)CC2)c(OC)c1,2
COc1ccc([N+](=O)[O-])cc1Cn1cc(F)c(=O)[nH]c1=O,5
O=C(Nc1ccccc1C(=O)Nc1cccnc1)c1ccccc1,3
CC(=O)c1cccc(Nc2nc(-c3cc4c(ccc5ccccc54)oc3=O)cs2)c1,-84
Clc1ccc(-c2nc(-c3ccncc3)no2)cc1,1
CCCC(=O)Nc1c2c(nn1-c1ccc(OC)cc1)CS(=O)C2 (centres undefined),-8
CCC(=O)Nc1nc(C)c(-c2csc(Nc3ccc([N+](=O)[O-])cc3)n2)s1,-2
COc1ccc(C2CC(=O)N3CN(c4ccc(C)c(Cl)c4)CSC3=C2C#N)cc1OC (centres undefined),3
CC(C)NS(=O)(=O)c1ccc(Oc2ccc(S(=O)(=O)NC(C)C)cc2)cc1,-7
Nc1nc(SCCc2ccccc2)nc2sc3c(c12)CCCC3,-7
Cc1c(Br)c([N+](=O)[O-])nn1CCCC(=O)NC(C)c1ccccc1 (centres undefined),4
COc1ccc2oc(=O)c(-c3cn4c(n3)sc3cc(F)ccc34)cc2c1,-3
O=C(Nc1ccc(S(=O)(=O)N2CCCCCC2)cc1)c1ccccc1Cl,-17

The closing 7 entries of the part above are carried over, then new ones follow:
structure,14-3-3g Raf
CCC(=O)Nc1nc(C)c(-c2csc(Nc3ccc([N+](=O)[O-])cc3)n2)s1,-2
COc1ccc(C2CC(=O)N3CN(c4ccc(C)c(Cl)c4)CSC3=C2C#N)cc1OC (centres undefined),3
CC(C)NS(=O)(=O)c1ccc(Oc2ccc(S(=O)(=O)NC(C)C)cc2)cc1,-7
Nc1nc(SCCc2ccccc2)nc2sc3c(c12)CCCC3,-7
Cc1c(Br)c([N+](=O)[O-])nn1CCCC(=O)NC(C)c1ccccc1 (centres undefined),4
COc1ccc2oc(=O)c(-c3cn4c(n3)sc3cc(F)ccc34)cc2c1,-3
O=C(Nc1ccc(S(=O)(=O)N2CCCCCC2)cc1)c1ccccc1Cl,-17
CCOC(=O)c1c(NC(=O)C2c3ccccc3Oc3ccccc32)sc(C(C)=O)c1C,0
O=C(NCC1CCCO1)C1c2ccccc2C(=O)N1CCc1ccccc1 (centres undefined),-4
COc1cc(C=Nc2c(C)n(C)n(-c3ccccc3)c2=O)ccc1OCc1ccccc1,4
COc1cc(Cl)c(C)cc1NC(=O)CNC(=O)Cn1ccc2ccccc2c1=O,-8
CCOC(=O)c1ccc(Nc2nnc(-c3cc4ccc(OC)cc4oc3=O)s2)cc1,1
CCN(C(=O)c1sc(N)c(C#N)c1C)C1CCCCC1,-17
CSc1ncccc1C(=O)OCc1ccccc1,-4
O=C(O)c1ccc(CSCc2c(F)cccc2Cl)o1,6
COc1ccc(-c2cn3cc(Cl)ccc3n2)cc1OC,-8
COc1ccc(NC(=O)c2cc3c(=O)n(C)c4cc(Cl)ccc4c3s2)cc1OC,-10
CCOC(=O)CCc1c(C)nc2cc(C3CCCN(C(=O)OC(C)(C)C)C3)[nH]n2c1=O (centres undefined),-4
CCCS(=O)(=O)N1CCCC(C(=O)NCCCOCC)C1 (centres undefined),-6
CCOc1ccc(C(c2cn(C)c3ccccc23)c2cn(C)c3ccccc23)cc1C,-2
CCOC(=O)Cc1c[nH]c2ccccc12,-11&-13
COc1ccccc1NC(=O)CSc1nccn1-c1ccc(F)cc1,3

In another format: entries from further up
O=C(O)c1ccc(CSCc2c(F)cccc2Cl)o1
  14-3-3g Raf: 6

COc1ccc(-c2cn3cc(Cl)ccc3n2)cc1OC
  14-3-3g Raf: -8

COc1ccc(NC(=O)c2cc3c(=O)n(C)c4cc(Cl)ccc4c3s2)cc1OC
  14-3-3g Raf: -10

Going on with the list.
structure,14-3-3g Raf
CCc1ccc(CNC(=O)CN2C(=O)CSc3ccc(S(=O)(=O)N(C)C4CCCCC4)cc32)cc1,-15
COc1ccc(N(C)C(=O)CNS(=O)(=O)c2cccs2)cc1,-3
CCOc1ccc(N2C(=O)CC(Sc3nc(C)cc(C)n3)C2=O)cc1 (centres undefined),3
COc1ccc(CC(=O)N2CCN(C(=O)Cc3ccc(OC)cc3)CC2)cc1,-11
O=[N+]([O-])c1c(Cl)ncnc1N1CCCCCC1,-5
CCOCCCNC(=O)C1(O)c2cc(Br)ccc2NC(=O)N1c1ccc(C)c(C)c1 (centres undefined),-3
NC(=O)CSCc1cccc(Br)c1,-3
CCCOC(=O)C1=C(C)NC2=C(C(=O)CCC2)C1c1ccc(N(C)C)cc1 (centres undefined),9&13
CCC(=O)Nc1cc(-c2nn3c(C)nnc3s2)ccc1C,-4
